NOD2 RIPK2 PPI – NOD2-RIPK2 binding disruptors in cells, primary screen, fluorescence, CHO cells, BLA complementation; CCF4 ratio; inhibition, % at 4.98 µM; hit rate 0.38% among 360,000; Receptor-interacting serine/threonine-protein kinase 2 (Homo sapiens), O43353; in the data active means inhibition above about 21%;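 further: 0% = vehicle only and 100% = reference blocker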
Target sequence (O43353 whole entry, looked up): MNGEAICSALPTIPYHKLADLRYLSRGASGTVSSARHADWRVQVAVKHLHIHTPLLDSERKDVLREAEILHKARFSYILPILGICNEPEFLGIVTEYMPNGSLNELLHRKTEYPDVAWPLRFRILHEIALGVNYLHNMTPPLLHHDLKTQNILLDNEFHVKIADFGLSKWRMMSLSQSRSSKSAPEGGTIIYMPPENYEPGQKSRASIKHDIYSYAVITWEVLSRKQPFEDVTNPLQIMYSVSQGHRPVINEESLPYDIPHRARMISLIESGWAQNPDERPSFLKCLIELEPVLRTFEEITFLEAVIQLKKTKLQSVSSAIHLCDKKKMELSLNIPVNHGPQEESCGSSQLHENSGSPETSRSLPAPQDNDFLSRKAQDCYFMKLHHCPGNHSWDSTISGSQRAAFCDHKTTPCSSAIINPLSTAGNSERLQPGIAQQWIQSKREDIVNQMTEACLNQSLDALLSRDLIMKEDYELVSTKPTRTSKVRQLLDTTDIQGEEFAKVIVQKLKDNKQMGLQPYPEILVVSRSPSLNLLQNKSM
H9c2 protect – cardioprotection against H2O2-induced cell death, primary screen, uHTS, H9c2 cells, ATPLite luminescence | H9c2 cardiomyocytes, H2O2 injury protection, 2 h | hit rate 0.63% among 360,000 | AID 588492, 2011 | protection from H2O2 cell death, % at 20 µM;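 active means compounds giving at least 50% protection of heart cells from peroxide-induced death in the single-dose screen, raw or plate-pattern-corrected value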;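 further: 0% = DMSO wells with peroxide and 100% = DMSO wells without peroxide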
MC4R antagonist – MC4R antagonists of cAMP signaling, primary screen, cell-based, TR-FRET, antagonist arm of biased-ligand search | MC4R-expressing cells, MTII-stimulated cAMP, LANCE TR-FRET | AID 540295, 2011 | inhibition, % at 6.5 µM | Melanocortin receptor 4 (Homo sapiens), P32245 | hit rate 0.48% among 360,000;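 active means inhibition above its plate's cutoff, the mean of tested wells on that plate plus 3 SD, cut at about 29% in these data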;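 further: 0% = Melanotan II alone and 100% = Melanotan II plus saturating MCL0020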
Target sequence (P32245 whole entry, looked up): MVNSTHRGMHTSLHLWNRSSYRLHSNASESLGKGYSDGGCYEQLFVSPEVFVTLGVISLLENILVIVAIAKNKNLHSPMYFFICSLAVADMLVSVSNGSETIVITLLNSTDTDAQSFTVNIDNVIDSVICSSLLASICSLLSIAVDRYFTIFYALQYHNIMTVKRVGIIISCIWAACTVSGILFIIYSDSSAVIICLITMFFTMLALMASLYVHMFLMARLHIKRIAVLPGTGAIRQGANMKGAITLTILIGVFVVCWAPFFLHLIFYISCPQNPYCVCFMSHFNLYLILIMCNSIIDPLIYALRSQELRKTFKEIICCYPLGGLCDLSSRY
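material = U2OS cells stably expressing human melanocortin 4 receptor (MC4R) | also added = Melanotan II challenge | dosing = single nominal compound dose of 6.5 µM | detection = TR-FRET with Eu-cAMP and labeled anti-cAMP, 671 nm | replication = singlicate | timing = compound 30 min, challenge 1 h, detection 1 h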
TLR9-MyD88 inh – inhibitors of TLR9-MyD88 association in cells, primary screen, cell-based, CHO, BLA complementation, fluorescence | Toll-like receptor 9 (Homo sapiens) + Myeloid differentiation primary response protein … | CCF4 FRET ratio | inhibition, % at 4.98 µM | hit rate 0.21% among 340,000 | AID 504734, 2011;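 active means inhibition above the mean over all tested compounds plus 3 SD, cut at about 21% in these data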;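 further: 0% = DMSO only wells and 100% = clavulanate BLA inhibitor control wells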
ABCB6 inh 2 – ABCB6 transporter inhibitors, primary screen, K562-ABCB6 cells, flow cytometry, MLPCN library; ATP-binding cassette sub-family B member 6 (Homo sapiens), Q9NP58; K562-ABCB6 porphyrin accumulation, 1 h; hits give low values; fluorescence ratio to DMSO, % at 10 µM; hit rate 0.19% among 360,000; AID 602162, 2011;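 active means fluorescence ratio to DMSO below 75%, the collection mean minus 3 SD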;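 further: signal is porphyrin accumulated inside mitochondria; 100% equals median channel fluorescence of DMSO control wells; lower ratio means ABCB6 inhibition with less porphyrin fluorescence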
NCOA2 inhibitor – inhibition of GAL4-SRC2 driven luciferase reporter, primary screen, SRC2 inhibitor project, cell-based, luminescence. inhibition, % at 9 µM. HEK293 GAL4-SRC2 luciferase reporter. hit rate 0.17% among 370,000;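 active means inhibition above the mean inhibition of all tested compounds plus 3 SD, set per campaign, cut at about 52% in these data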;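 further: 0% = DMSO treated cells and 100% = cells given Gossypol at 36 µM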
ABHD5-PLIN5 inh – ABHD5-PLIN5 interaction inhibitors, primary screen, cell lysate, split luciferase complementation, luminescence. Split G. princeps luciferase complementation, 4 h. inhibition, % at 4 µM. hit rate 0.78% among 360,000. AID 602281, 2012;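 active means inhibition above the mean inhibition across every tested compound plus 3 SD, cut at about 22% in these data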;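 further: 0% = DMSO only wells and the 100% control is not disclosed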
MC4R ag barr – MC4R agonists recruiting beta-arrestin, primary screen, cell-based, luminescence, agonist arm of biased-ligand search. Melanocortin receptor 4 (Homo sapiens), P32245. U2OS MC4R beta-arrestin complementation; percent of melanotan II response, DMSO zero. activation, % at 8.9 µM. hit rate 0.98% among 360,000;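 active means activation above a per-plate cutoff, the mean activation of sample wells on that plate plus 3 SD, cut at about 8% in these data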
m5-HT2A agonist – mouse Htr2a agonists via beta-arrestin recruitment, primary screen, cell-based, luminescence | 5-hydroxytryptamine receptor 2A (Mus musculus), P35363 | CHO-K1 mHTR2A beta-arrestin complementation; percent of 30 µM serotonin response | activation, % at 7.6 µM | hit rate 0.66% among 360,000 | AID 624169, 2012;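 active means activation above a run cutoff, the mean activation of all tested compounds plus 3 SD, cut at about 14% in these data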;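 further: 0% = plate median of compound wells and 100% = 30 µM serotonin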
Glyco luc inh – increase of ERlucT glycosylation luciferase signal, primary screen, N-linked glycosylation inhibitor project, D54 ERlucT cells, luminescence, set 2; hit rate 0.23% among 360,000; D54 ERlucT glycosylation luciferase reporter, 24 h; percent of 100 nM tunicamycin response; reporter increase, % at 12.5 µM;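 active means mean luciferase reporter signal, scaled so untreated is 0 and the glycosylation-blocking control 100, at or above a set limit in every replicate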;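 further: luciferase carries N-glycosylation sites so blocking glycosylation raises the light; 0% = median of neutral control wells and 100% = median of 100 nM tunicamycin wells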
Active calls of the source: *; x = no result given. Not all compounds are listed. The share of hits here may be higher or lower than overall.

SMILES	NOD2 RIPK2 PPI	H9c2 protect	MC4R antagonist	TLR9-MyD88 inh	ABCB6 inh 2	NCOA2 inhibitor	ABHD5-PLIN5 inh	MC4R ag barr	m5-HT2A agonist	Glyco luc inh
CN(C)c1nc(-c2ccccc2)nc(-c2ccc(Cl)cc2)c1C#N	0	-8	5	3	108	-11	0	-1.7	-5	-1
Oc1ccccc1C=NN=Cc1c(O)ccc2ccccc12	-7	-4	-8	10	99	-6	-1	-1.3	8	1
Cn1c(COc2ccccc2)nnc1SCc1nc2ccccc2[nH]1	-4	-4	2	-1	101	-9	2	-1.4	5	0
CC(C)c1ccc(CC(NC(=O)c2ccccc2)C(=O)NCC(=O)O)cc1 (configuration not stated)	-9	3	-12	-6	101	8	1	1.1	7	2
Clc1cccc(Cl)c1C1=NOC(c2nnc(-c3ccccc3)o2)C1 (configuration not stated)	1	-6	1	-15	102	-55	-8	0.0	-7	0
Cc1cccc(C)c1NC(=O)CSc1nc2ccccc2c(=O)[nH]1	1	10	23	-10	104	-11	2	2.2	-3	2
CC(C)n1c(COc2ccccc2)nc2ccccc21	-14	0	2	-6	104	3	-7	0.8	9	1
CCc1[nH]nc2c1C(c1cccnc1)C(C#N)=C(N)O2 (configuration not stated)	-1	1	0	-6	104	10	0	-3.7	0	x
Cc1ccc(C(NC(=O)c2ccccc2)C(Cl)(Cl)Cl)cc1 (configuration not stated)	-14	-11	9	-18	92	7	-4	0.4	-1	0
O=C(Nc1ccc(S(=O)(=O)NCCc2ccccc2)cc1)c1ccncc1	-5	-12	-1	2	93	6	-4	-1.3	0	-2
Cc1ccc(C(=O)Nc2nc(=O)n(C(=O)C3CC3)s2)cc1	-10	-8	14	-10	99	-4	-21	0.6	-3	-2
CCc1nc2ccc(C(=O)NCc3ccc(OC)cc3)cn2c1N(CC)Cc1cccc(Br)c1	6	-12	16	x	96	24	-2	-1.1	-4	-3
CCN(C(=O)c1ccc(NC(=O)C2CCCCC2C(=O)O)cc1)c1ccccc1 (configuration not stated)	-7	2	0	-12	98	15	3	-1.0	5	3
CN1CCN(C(=O)c2cc3c(c(-c4cccc(-c5cc6ccccc6o5)c4)n2)[C@H](CCO)N(S(=O)C(C)(C)C)C3)CC1 (some centres not stated)	-16	20	x	x	95	-23	9	x	-2	1
COc1ccc(/C=C/C(=O)N(Cc2cccs2)C2CCS(=O)(=O)C2)cc1 (configuration not stated)	1	1	0	-3	104	-9	3	-0.5	5	-3
CCOC(=O)N1CCC(N2C(=O)c3ccc(C(=O)Nc4ccc(OC)c(OC)c4)cc3C2=O)CC1	1	0	13	-6	106	-12	3	0.9	1	0
COc1ccc(-c2nc3cc([N+](=O)[O-])ccc3o2)cc1OC	1	-4	-1	-10	92	-14	0	-1.7	15*	1
C/C(=N\NC(=O)CCCCCNC(=O)c1ccccc1)c1ccccc1O	-3	10	4	-6	100	-20	0	2.2	-1	1
COC(=O)CC1=NC(=O)CS1	-8	7	4	8	97	-8	4	-2.1	2	1
Nn1cnnc1SCC(=O)N(C1CCCCC1)C1CCCCC1	-13	2	8	-8	99	5	4	-3.7	2	1

Quoted at random: 2 records from the list.
SMILES	NOD2 RIPK2 PPI	H9c2 protect	MC4R antagonist	TLR9-MyD88 inh	ABCB6 inh 2	NCOA2 inhibitor	ABHD5-PLIN5 inh	MC4R ag barr	m5-HT2A agonist	Glyco luc inh
CN1CCN(C(=O)c2cc3c(c(-c4cccc(-c5cc6ccccc6o5)c4)n2)[C@H](CCO)N(S(=O)C(C)(C)C)C3)CC1 (some centres not stated)	-16	20	x	x	95	-23	9	x	-2	1
CCOC(=O)N1CCC(N2C(=O)c3ccc(C(=O)Nc4ccc(OC)c(OC)c4)cc3C2=O)CC1	1	0	13	-6	106	-12	3	0.9	1	0

Continuation.
SMILES	NOD2 RIPK2 PPI	H9c2 protect	MC4R antagonist	TLR9-MyD88 inh	ABCB6 inh 2	NCOA2 inhibitor	ABHD5-PLIN5 inh	MC4R ag barr	m5-HT2A agonist	Glyco luc inh
O=c1c2c(nc3cc(-c4ccccc4Cl)[nH]n13)CCS2	-4	-15	8	10	103	-75	-8	-0.9	3	-8
Brc1ccc(N=C/C=C/C=C/Nc2ccc(Br)cc2)cc1	0	-3	-5	5	104	-19	-4	-1.6	-1	2
O=C(Cn1nnc(-c2ccccc2F)n1)Nc1ccc(S(=O)(=O)NC2CCCC2)cc1	12	-11	13	-4	98	1	-4	7.2	0	-1
OC(CCN1CCC2CCC(C2)C1)c1ccc(Br)cc1 (configuration not stated)	-5	9	-3	-6	96	6	-2	-1.1	-6	7
O=C(CC1N=C2c3ccccc3N=C(SCc3ccc(Cl)cc3)N2C1=O)NCc1ccco1 (configuration not stated)	3	12	-1	-2	98	x	9	-0.6	-11	-2
CCCn1c(CN2CCN(C)CC2)nc2ccccc21	6	0	16	3	99	-14	-2	0.6	-3	2
Cc1ccc(C)c(S(=O)(=O)N/N=C2/CCCc3ccccc32)c1	-5	-20	0	-2	92	-35	-3	-1.3	-2	0
O=C(OCc1cn([C@H]2CN(CC3CCCCC3)[C@@H](c3ccccc3)C[C@@H]2O)nn1)c1ccccc1	-14	1	6	4	95	12	-1	0.4	1	1
CCN(c1ccccc1)c1nc2ccsc2c(=O)s1	-4	-8	-6	-10	89	18	-1	1.8	-2	-2
CC(Nc1n[nH]c(=O)[nH]c1=O)C(=O)N/N=C/c1cccs1 (configuration not stated)	-8	2	-4	-2	105	0	0	-0.7	2	1
O=C(c1cc2c(cc1Br)OCCCO2)N1CCCCC1	-5	3	9	0	94	9	-1	-1.2	1	0
CCCCN(C(=O)CN1C(=O)C2CCCCC2C1=O)c1c(N)n(CCC)c(=O)[nH]c1=O (configuration not stated)	-3	-2	9	5	98	-25	-3	0.0	1	1
Cc1ccsc1CN(C)C(=O)C1CCC(=O)N(CCc2cccc(F)c2)C1 (configuration not stated)	17	3	16	-3	98	-33	-2	-1.3	-6	2
CCOC(=O)CN1C(=O)C(Sc2n[nH]c(-c3ccc(C)cc3)n2)CCc2ccccc21 (configuration not stated)	6	2	3	8	100	11	-1	0.4	1	-2
CCC(C)N(C(=O)CSc1nnnn1-c1ccccc1OC)C1CCS(=O)(=O)C1 (configuration not stated)	-2	-6	5	-6	99	-3	-11	-5.3	4	-1
COc1ccc(C(=O)NCc2ccc3[nH]c(C)cc3c2)cc1OC	0	6	12	3	103	12	3	-2.1	-2	0
C[C@@H]1CN([C@@H](C)CO)C(=O)CCCn2nncc2CO[C@H]1CN(C)S(=O)(=O)c1ccc(Oc2ccccc2)cc1	-7	1	8	-2	102	2	-5	2.3	6	-2
C=CCOC(=O)CCC(=O)Nc1cc(OC)nc(OC)n1	-4	6	2	-2	94	-6	-5	-0.7	-1	1
CC1(C(=O)NCc2ccccc2Br)CCN1C(=O)Cc1ccc(-c2ccccc2)cc1 (configuration not stated)	-10	-11	4	x	89	4	-2	0.0	-7	-4
CCOc1ccc(N(CC(=O)NC(C)C)C(=O)CCC(=O)Nc2ccccn2)cc1	-7	0	1	-1	102	-23	-2	-1.1	1	0
CCn1c(C)nc2c(=O)oc3ccccc3c21	-12	4	16	-4	100	-43	0	1.1	-8	2
COc1ccc(C2CC(c3c(O)cc(C)oc3=O)=NCCS2)c(OC)c1 (configuration not stated)	23*	-5	-18	16	86	x	-13	-1.6	-3	11
CC1Sc2ccc(Cl)cc2-c2nc(N)ncc21 (configuration not stated)	-6	-3	-9	7	97	31	-7	0.0	0	-3
Cc1cc(C)c(S(=O)(=O)n2ccc(-c3ccc(OCCN(C)c4ccccn4)cc3)n2)c(C)c1	-7	-1	2	-7	92	9	1	-0.7	0	-2
COc1cccc(CN2CCN(C(=S)NCc3ccc(Cl)cc3)CC2)c1	0	-14	-8	-8	94	6	10	1.6	29*	-6
Cc1cc(C)c2c(c1)/C(=c1/sc3n(c1=O)CN(c1ccccc1)CN=3)C(=O)N2	-6	33	-25	4	90	-11	6	-1.9	-6	6
COc1cccc(N=Nc2ccc3ccccc3c2O)c1	-1	-19	9	-8	169	-33	11	-1.3	1	-18
O=C(Nc1ccc(N2CCCCC2)cc1)C1CCCN1S(=O)(=O)c1ccc(F)cc1 (configuration not stated)	-10	-6	12	11	100	9	3	-1.8	-8	-3
Cc1ccc(-c2nn(CCC(=O)NCC3CCCO3)c(=O)c3ccccc23)cc1 (configuration not stated)	1	4	6	-8	152	3	-1	-2.0	0	3
CC(=O)C1CCCN(C(=O)c2ccc3oc(CCc4ccccc4)nc3c2)C1 (configuration not stated)	7	-2	8	4	95	-36	1	-1.2	-2	-6
CC1(C)CC(=O)N(c2cccc(Cl)c2)C(=O)C1	2	0	1	13	101	8	1	-1.3	5	1
CC1CCN(CCCCOc2ccc(Br)cc2)CC1	6	16	5	-1	97	-7	6	-0.1	-5	-3
Cc1cc(C)cc(NC(=O)NCc2nnc(SCc3ccccc3)n2C)c1	6	-3	4	-10	91	-3	-5	-1.8	-6	-2
O=C(Nc1cccc(C(F)(F)F)c1)C12CC3CC(CC(C3)C1)C2	-3	-6	-5	-7	101	-9	-6	1.0	-2	-3
CCCCCCC(=O)O	-15	0	3	5	94	-22	-5	0.9	4	-1
Cc1cccc(C(=O)N2CCCC(c3nc(-c4ccc(C)o4)no3)C2)c1 (configuration not stated)	11	-4	1	3	95	-61	-4	-0.6	-3	-2
Cc1nn(-c2ccccc2)c(Cl)c1/C=N/O	-4	-12	-12	-1	99	19	-3	-1.7	-1	-2
CC(C)Cn1c(C(C)C)nc([N+](=O)[O-])c1S(=O)(=O)c1ccc(F)cc1	0	0	0	2	94	22	8	-0.8	-7	7
Nc1nonc1-c1nc2ccccc2n1CC(=O)N1CCN(c2ccc(F)cc2)CC1	-3	9	1	2	105	-8	10	1.2	9	-3
NC(=O)c1oc2ccccc2c1NC(=O)c1nc2ccccc2s1	-6	9	5	-5	96	-67	0	4.2	1	-2
Cc1ccc(N2CC(C)Cn3c2nc2c3c(=O)[nH]c(=O)n2C)cc1 (configuration not stated)	-1	2	8	-3	92	-1	4	-0.6	-4	3
CCN1C(=O)[C@H]2[C@@H](c3ccc(-c4ccccc4)cc3)N3CCCC[C@@]3(C(=O)OC)[C@H]2C1=O	7	-13	-5	-5	94	12	-7	0.9	-8	3
Cc1ccn2c(=O)nc(SCC(=O)Nc3ccc4c(c3)OCCO4)nc2c1	-4	7	-4	-5	97	-13	-3	-3.0	-3	1

Compound activity as filed in PubChem.
